PRC2 inh – inhibitors of human EZH2/PRC2 methyltransferase; 57,000 tested, 0.35% active; inhibition, % at 12.5 µM; Q15910; PRC2 H3K27 methylation, DELFIA TRF, 1 h;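 active = mean inhibition of replicates at least 50% and every single replicate also reaching 50%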;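 note: dimethyl H3K27 on biotinylated H3 21-44 peptide detected by antibody; plate controls were median neutral control wells for no effect and median positive control wells for full effect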
IDH1 mut inh – blocks human IDH1 R132H reductase activity; AID 624101; 70,000 tested, 0.18% active; diaphorase/resazurin fluorescence, 60 min; O75874; inhibition, % at 10 µM; in the data active = inhibition above about 34%;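 note: 0% = DMSO and 100% = no enzyme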
Target sequence (O75874 whole entry R132H): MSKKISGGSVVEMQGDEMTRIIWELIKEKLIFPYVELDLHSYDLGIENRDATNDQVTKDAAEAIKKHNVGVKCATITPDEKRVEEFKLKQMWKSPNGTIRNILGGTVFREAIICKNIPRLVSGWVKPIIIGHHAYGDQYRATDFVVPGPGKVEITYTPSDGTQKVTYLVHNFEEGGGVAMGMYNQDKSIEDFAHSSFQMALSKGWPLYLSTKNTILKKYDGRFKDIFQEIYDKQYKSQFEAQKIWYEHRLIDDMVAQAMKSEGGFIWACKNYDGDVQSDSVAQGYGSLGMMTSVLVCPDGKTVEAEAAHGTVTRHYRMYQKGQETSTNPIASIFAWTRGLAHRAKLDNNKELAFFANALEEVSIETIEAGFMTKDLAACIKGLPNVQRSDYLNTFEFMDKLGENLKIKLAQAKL
Numbers without * were called inactive; nt = not tested or not shown. Some of the compounds tested; the hit share may differ from the screen's.

Results follow in this order: PRC2 inh, IDH1 mut inh
- COc1ccc(NC(=O)N(C)C[C@@H]2Oc3c(NC(=O)c4cc(C)nn4C)cccc3C(=O)N([C@@H](C)CO)C[C@@H]2C)cc1
  17.5, -1.4
- C[C@H](CO)N1C[C@H](C)[C@H](CN(C)C(=O)C2CCCCC2)Oc2ncc(C#CC3CC3)cc2C1=O
  -5.7, -0.1
- COc1cccc(-c2cn(CC[C@@H]3CC[C@@H](NS(=O)(=O)Cc4ccccc4)[C@@H](CO)O3)nn2)c1
  -15.1, -2.3
- C[C@@H]1CN([C@@H](C)CO)C(=O)c2cccc(NC(=O)c3ccncc3)c2O[C@H]1CN(C)Cc1ccncc1
  -4.3, 0.1
- Cc1noc(C)c1NC(=O)Nc1cccc2c1O[C@@H](CN(C)C(=O)Nc1ccc(F)cc1)[C@@H](C)CN([C@@H](C)CO)C2=O
  nt, 5.0
- Cc1cc(C(=O)Nc2cccc3c2O[C@@H](CN(C)C(=O)NC2CCCCC2)[C@H](C)CN([C@H](C)CO)C3=O)n(C)n1
  -0.6, -0.2
- C[C@@H]1CN([C@@H](C)CO)C(=O)c2cc(-c3ccccc3)cnc2O[C@@H]1CN(C)C(=O)c1cccc(F)c1
  -1.9, -0.5
- COCCNC(=O)C[C@@H]1C=C[C@H](NC(=O)NC2CCCC2)[C@H](CO)O1
  5.1, 0.0
- O=C(O)C[C@@H]1CC[C@@H](NC(=O)Nc2ccccc2)[C@@H](CO)O1
  -6.5, 0.2
- Cc1ccc(/C=N/NC(=O)CCCCCCC(=O)Nc2ccccc2O)o1
  -1.0, -0.3
- C[C@@H]1CN([C@H](C)CO)S(=O)(=O)c2ccc(C3=CCCC3)cc2O[C@H]1CN(C)Cc1ccncc1
  -8.7, 2.2
- COc1ccc(Nc2nc(N)nc(CSc3nccc(C)n3)n2)cc1
  -12.1, 0.1
- O=S(=O)(c1cccc2cccnc12)N(CCO)CCO
  13.1, 0.4
- C[C@H](CO)N1C[C@H](C)[C@H](CN(C)Cc2ccncc2)OCCCC[C@H](C)Oc2ccc(NC(=O)CCC(F)(F)F)cc2C1=O
  19.2, 15.2
- CC(C)(C)NCC(O)COc1cccc2[nH]c(=O)[nH]c12 (stereo unspecified)
  nt, 0.1

Among those listed so far, three have fluorine.
Results follow in this order: PRC2 inh, IDH1 mut inh
- Cc1noc(C)c1NC(=O)Nc1cccc2c1O[C@@H](CN(C)C(=O)Nc1ccc(F)cc1)[C@@H](C)CN([C@@H](C)CO)C2=O
  nt, 5.0
- C[C@@H]1CN([C@@H](C)CO)C(=O)c2cc(-c3ccccc3)cnc2O[C@@H]1CN(C)C(=O)c1cccc(F)c1
  -1.9, -0.5
- C[C@H](CO)N1C[C@H](C)[C@H](CN(C)Cc2ccncc2)OCCCC[C@H](C)Oc2ccc(NC(=O)CCC(F)(F)F)cc2C1=O
  19.2, 15.2

More results:
Results follow in this order: PRC2 inh, IDH1 mut inh
- CCCC1OC2CC3C4CCC5=CC(=O)C=CC5(C)C4C(O)CC3(C)C2(C(=O)CO)O1 (stereo unspecified)
  nt, 5.4
- C[C@H]1CN([C@@H](C)CO)C(=O)c2cccc(NS(C)(=O)=O)c2O[C@@H]1CN(C)CC1CC1
  -5.2, -0.8
- C[C@H]1CN([C@@H](C)CO)C(=O)Cc2cc(NS(=O)(=O)c3ccc(F)cc3)ccc2O[C@@H]1CN(C)C(=O)Nc1ccccc1
  nt, 0.1
- O=C(CSc1nnc(-c2ccccn2)n1-c1ccccc1)Nc1cc(C(F)(F)F)ccc1Cl
  22.9, 0.6
- C=CCOC(=O)[C@H]1[C@@H]2C(=O)O[C@@H](c3ccccc3)[C@@H](c3ccccc3)N2[C@@H](c2ccc(OCCOC(=O)[C@@H]3C[C@@H]4C(=O)N5CCC[C@H]5C(=O)N4[C@@H]3c3cccc(OCCO)c3)cc2)[C@]12C(=O)Nc1ccc(I)cc12
  -31.2, nt
- C[C@@H]1CN([C@H](C)CO)S(=O)(=O)c2ccc(-c3ccncc3)cc2O[C@@H]1CN(C)C(=O)c1ccc2c(c1)OCO2
  2.1, 0.4
- CNC(=O)C1=C[C@@H](c2csc3ccccc23)C[C@@H](OCc2ccc(CO)cc2)O1
  -2.3, nt
- C[C@H]1CCCCO[C@H](CN(C)Cc2ccccc2)[C@@H](C)CN([C@@H](C)CO)C(=O)c2cc(NC(=O)CCCN(C)C)ccc2O1
  -2.7, 3.1
- O=C(Nc1ccc(Cl)cc1C(=O)NCc1ccco1)c1ccco1
  1.8, 1.6
- O=C(C[C@H]1C=C[C@@H](NS(=O)(=O)c2ccc(F)cc2)[C@@H](CO)O1)NC1CCCCC1
  3.0, -0.3
- Cc1ccc(-c2ccc3c(c2)O[C@H](CN(C)C(=O)Nc2ccccc2)[C@H](C)CN([C@H](C)CO)S3(=O)=O)cc1
  -8.0, -0.3
- Cc1ccc(S(=O)(=O)Nc2cccc3c2O[C@H](CN(C)S(=O)(=O)c2cccs2)[C@@H](C)CN([C@H](C)CO)C3=O)cc1
  nt, -4.1
- CCCN1C[C@@H](C)[C@@H](OC)CN(C)C(=O)c2cc(NC(=O)Nc3c(C)noc3C)ccc2OC[C@H]1C
  2.0, 0.4
- C[C@@H]1CN([C@H](C)CO)C(=O)c2cc(C#CC3CCCCC3)cnc2O[C@@H]1CN(C)C(=O)C1CCCCC1
  -7.7, -3.1
- C[C@H]1CN([C@@H](C)CO)C(=O)c2cccc(NC(=O)C3CCCCC3)c2O[C@@H]1CN(C)Cc1ccc(C(=O)Nc2ccccc2N)cc1
  -24.6, 0.1

Gathered by group: those above containing a CF3 group.
Results follow in this order: PRC2 inh, IDH1 mut inh
- C[C@H](CO)N1C[C@H](C)[C@H](CN(C)Cc2ccncc2)OCCCC[C@H](C)Oc2ccc(NC(=O)CCC(F)(F)F)cc2C1=O
  19.2, 15.2
- O=C(CSc1nnc(-c2ccccn2)n1-c1ccccc1)Nc1cc(C(F)(F)F)ccc1Cl
  22.9, 0.6

(more compounds)
Results follow in this order: PRC2 inh, IDH1 mut inh
- COc1ccc(NC(=O)N[C@H]2CC[C@@H](CCn3cc(-c4ccc(OC)cc4)nn3)O[C@@H]2CO)cc1
  0.8, 0.5
- C/C=C/c1ccc2c(c1)O[C@@H](CN(C)CC1CCOCC1)[C@H](C)CN([C@@H](C)CO)S2(=O)=O
  -7.1, -0.6
- CNC[C@H]1Oc2ccc(NC(=O)CCC(F)(F)F)cc2C(=O)N([C@@H](C)CO)C[C@H]1C
  -3.3, 4.1
- CCCNC(=O)N1C[C@@H](C)[C@@H](OC)CN(C)C(=O)c2ccc(NS(C)(=O)=O)cc2OC[C@H]1C
  2.5, 0.0
- [N-]=[N+]=NCc1ccccc1C[C@@]1(C(=O)NCC(O)CO)N=C(c2ccc(OCCCO)cc2)O[C@@H]1c1ccccc1 (stereo partly specified)
  8.3, nt
- COC(=O)c1c(NC(=O)CN2C(=O)c3ccccc3C2=O)sc2c1CCC(C(C)(C)C)C2 (stereo unspecified)
  -7.7, 1.0
- CCCC#Cc1ccc2c(c1)O[C@@H](CN(C)C(=O)CC)[C@H](C)CN([C@@H](C)CO)S2(=O)=O
  nt, 1.5
- COc1ccccc1NC(=O)N[C@@H]1CC[C@H](CCNS(=O)(=O)c2ccccc2)O[C@H]1CO
  -11.5, 0.1
- Cc1noc(C)c1NC(=O)N(C)C[C@H]1Oc2c(NS(=O)(=O)c3ccccc3)cccc2C(=O)N([C@@H](C)CO)C[C@@H]1C
  nt, 0.6
- Cc1cccc(S(=O)(=O)N(C)C[C@H]2OCc3ccccc3-c3c(n(C)c4ccccc34)C(=O)N([C@@H](C)CO)C[C@@H]2C)c1
  -13.5, nt
- CCOC(=O)c1c(NC(=O)CSc2nc(C)cc(C)n2)sc2c1CCCC2
  39.7, -0.1
- O=C(CSc1n[nH]c(-c2ccncc2)n1)c1cccc([N+](=O)[O-])c1
  -1.2, 1.3
- Oc1ccc(Nc2nc(-c3ccc(Cl)cc3)cs2)cc1
  0.7, 3.0
- COC(=O)CCCCCCC(=O)N/N=C/CCCC1OCC(C)(C)CO1
  -8.1, 0.8
- N#Cc1sc2c(c1OC(=O)c1cccs1)c(=O)n(-c1ccccc1)c(=S)n2-c1ccccc1
  12.1, 1.2

Brought forward from above: two entries, followed by the next part.
Results follow in this order: PRC2 inh, IDH1 mut inh
- COC(=O)CCCCCCC(=O)N/N=C/CCCC1OCC(C)(C)CO1
  -8.1, 0.8
- N#Cc1sc2c(c1OC(=O)c1cccs1)c(=O)n(-c1ccccc1)c(=S)n2-c1ccccc1
  12.1, 1.2
- C[C@@H]1CN([C@@H](C)CO)C(=O)c2cc(C3=CCCCC3)cnc2O[C@H]1CN(C)C(=O)CN1CCOCC1
  9.7, -3.0
- CC(C)CC#Cc1ccc2c(c1)O[C@@H](CN(C)C(=O)Cc1ccncc1)[C@@H](C)CN([C@@H](C)CO)S2(=O)=O
  nt, 1.9
- Cn1c(=O)c2c(nc(NCCO)n2C)n(C)c1=O
  -0.8, 0.2
- C[C@H](CO)N1C[C@H](C)[C@H](CN(C)Cc2ccccc2)Oc2ccc(NS(=O)(=O)c3cn(C)cn3)cc2C1=O
  6.7, 2.9
- COC(=O)[C@H]1[C@H]2C[C@H]3c4[nH]c5ccccc5c4CCN3C[C@@H]2CC[C@@H]1O
  nt, 1.5
- C[C@@H]1CN([C@H](C)CO)C(=O)Cc2cc(NS(=O)(=O)c3ccc(F)cc3)ccc2O[C@H]1CN(C)Cc1ccc(Oc2ccccc2)cc1
  nt, -5.7
- CC(C)NC(=O)Nc1ccc2c(c1)C(=O)N([C@@H](C)CO)C[C@@H](C)[C@H](CN(C)Cc1ccccc1)OCCCC[C@H](C)O2
  -2.4, 1.5
- CCCN(C)C[C@@H]1Oc2ncc(Br)cc2C(=O)N([C@H](C)CO)C[C@H]1C
  -0.8, -0.5
- C[C@H](CO)N1C[C@H](C)[C@@H](CN(C)Cc2ccc(Cl)c(Cl)c2)Oc2ccc(NS(=O)(=O)c3ccc(F)cc3)cc2C1=O
  nt, 4.6
- CO[C@@H]1CN(C)C(=O)c2cc(NC(=O)C3CCOCC3)ccc2OC[C@@H](C)N(C(C)=O)C[C@H]1C
  -1.6, 0.0
- O=C(C1=C[C@@H](C2CCCCC2)C[C@@H](OCCCCO)O1)N1CCN(Cc2ccccc2)CC1
  4.9, nt
- C[C@@H]1CN([C@@H](C)CO)C(=O)c2cccc(NS(=O)(=O)c3cn(C)cn3)c2O[C@@H]1CN(C)C(=O)Nc1ccc2c(c1)OCO2
  nt, 2.6
- CC(C)N(Cc1nc(-c2ccccc2)no1)S(=O)(=O)c1ccccc1[N+](=O)[O-]
  17.8, 0.4
- CCCN1C[C@@H](C)[C@@H](OC)CN(C)C(=O)c2ccc(NC(=O)CC(F)(F)F)cc2OC[C@@H]1C
  -4.5, 0.0
- COCCOC(=O)N1C(=O)[C@@]2(c3ccccc31)[C@H](C(=O)Nc1nc3ccccc3s1)[C@H]1C(=O)O[C@H](c3ccccc3)[C@H](c3ccccc3)N1[C@@H]2c1ccccc1OCCO
  -4.7, nt

Following part
Structure | PRC2 inh | IDH1 mut inh
COc1ccc(OC)c(NC(=O)C2=C(C)NC(=O)NC2c2ccc(OC)cc2OC)c1 (stereo unspecified) | -5.5 | 0.4
C[C@H]1CN([C@@H](C)CO)C(=O)Cc2cc(NC(=O)Cc3cn(C)c4ccccc34)ccc2O[C@H]1CN(C)S(=O)(=O)c1ccccc1 | nt | -34.1
C[C@@H]1CN([C@H](C)CO)C(=O)CCCn2cc(nn2)CO[C@H]1CN(C)C(=O)Nc1ccc(F)cc1 | 4.2 | nt
CC(C)[C@@H](C)NC(=O)N(C)C[C@@H]1OCc2ccccc2-c2ccccc2C(=O)N([C@@H](C)CO)C[C@H]1C | 7.0 | 0.0
CCCC(=O)Nc1ccc2c(c1)OC[C@@H](C)N(C(=O)CN1CCOCC1)C[C@@H](C)[C@H](OC)CN(C)C2=O | 4.5 | 0.1
CO[C@@H]1CN(C)C(=O)c2cc(NC(=O)Cc3ccccc3)ccc2OC[C@H](C)NC[C@H]1C | 0.5 | 0.1
O=C(Cc1ccccn1)NCC[C@H]1CC[C@H](NS(=O)(=O)c2ccc(F)cc2)[C@H](CO)O1 | -0.6 | -0.2
C/C=C/c1ccc2c(c1)O[C@@H](CN(C)C(=O)CC)[C@@H](C)CN([C@@H](C)CO)S2(=O)=O | 7.2 | -1.5
Cc1ccc(-c2nc(SCC(=O)c3ccccc3)n[nH]2)cc1 | 19.3 | 0.2
COc1ccc(-c2noc(CN(C(=O)c3ccc(C)c([N+](=O)[O-])c3)C(C)C)n2)cc1 | -0.1 | -0.1
O=C(C[C@@H]1C[C@H]2c3cc(NC(=O)Nc4ccc(C(F)(F)F)cc4)ccc3O[C@H]2[C@@H](CO)O1)NCc1ccccn1 | -0.5 | 0.0
CO[C@H]1CN(C)C(=O)c2ccc(NC(=O)Nc3cccc(F)c3)cc2OC[C@@H](C)N(C)C[C@H]1C | -12.8 | 0.0
CO[C@@H]1CN(C)C(=O)c2ccc(NC(=O)Nc3ccc(C(F)(F)F)cc3)cc2OC[C@H](C)NC[C@H]1C | -21.1 | 0.0
CO[C@@H](CN(C)S(=O)(=O)c1ccc(C)cc1)[C@@H](C)CN(Cc1ccccc1Cl)[C@@H](C)CO | 37.9 | 0.1
O=C(Cn1cnc2scc(-c3ccccc3)c2c1=O)Nc1ccc(F)cc1 | -11.9 | -0.4
C[C@@H]1CN([C@H](C)CO)C(=O)c2ccccc2-c2ccccc2CO[C@@H]1CN(C)Cc1ccccc1 | -59.1 | -0.5
Nc1ccc(S(=O)(=O)Nc2ccnn2-c2ccccc2)cc1 | nt | 0.0
C[C@@H]1CN([C@@H](C)CO)C(=O)c2cc(NC(=O)c3ccncc3)ccc2O[C@@H]1CN(C)Cc1ccc(C(F)(F)F)cc1 | -4.9 | -0.6
O=C(N/N=C/c1ccc(O)c2ccccc12)c1ccccc1O | 10.2 | nt
COc1ccc(S(=O)(=O)Nc2ccc3c(c2)C(=O)N([C@H](C)CO)C[C@@H](C)[C@H](CN(C)S(=O)(=O)c2ccc(OC)cc2)O3)cc1 | nt | 3.1
O=C(C[C@@H]1C[C@H]2c3cc(NC(=O)Nc4ccccc4)ccc3O[C@H]2[C@H](CO)O1)NCC(F)(F)F | 8.6 | 4.7
